HCV inhibitor: inhibitors of hepatitis C virus infection; Potency, µM (highest dose often 41.8 µM), inactives show at the top dose activity change, negative = inhibition, most hits filed as inhibitors; Huh7.5.1 HCVcc-Cre infection, luciferase reporter, 44 h; AID 651820; 340,000 compounds, 3.4% hits; also: potency is read from the fitted curve at half-maximal effect
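Cells (1,000/well) were plated 4 h before compound, then infected with HCVcc-Cre virus (~0.5 moi). After 44 h further culture, infection was read as luciferase luminescence following a 15 min substrate incubation at room temperature.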
HCMV inh: inhibitors of human cytomegalovirus. activity change, negative = inhibition, % at 57.5 µM. 410,000 compounds, 4.5% hits. HFF cells, HCMV-luciferase reporter, 72 h; hits give low values; in the data active = activity change below about -60%; inconclusive = no clear call, values can overlap the other calls; inactive = above about -39%
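Inhibition of viral replication was scored as loss of reporter luminescence in HFFs infected with HCMV-luciferase (MOI 1 PFU/cell) for 72 h; compounds tested at 2 doses, normalized to buffer and Salinomycin controls.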
FBPA Giardia inh: inhibitors of Giardia lamblia fructose-1,6-bisphosphate aldolase | A8B2U2 | purified Giardia FBPA | Potency, µM (titrated, usually from 59.6 µM), for inactives: at the top dose activity, negative = inhibition, most hits filed as inhibitors | 290,000 compounds, 0.71% hits | AID 2451; also: potency is read from the fitted curve at half-maximal effect; nearly all actives have a fitted effect of over 55% in size
Target sequence (A8B2U2 whole entry, looked up): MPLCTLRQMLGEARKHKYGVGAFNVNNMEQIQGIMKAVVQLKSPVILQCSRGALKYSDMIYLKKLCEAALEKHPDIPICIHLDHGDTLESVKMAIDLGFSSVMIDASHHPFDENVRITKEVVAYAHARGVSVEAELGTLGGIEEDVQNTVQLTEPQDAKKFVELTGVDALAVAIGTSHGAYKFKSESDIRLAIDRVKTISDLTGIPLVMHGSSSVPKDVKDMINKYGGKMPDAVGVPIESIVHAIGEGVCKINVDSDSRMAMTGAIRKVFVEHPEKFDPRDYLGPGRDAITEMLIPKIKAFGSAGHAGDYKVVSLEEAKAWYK
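Giardia FBPA (40 nM reagent) was preincubated 10 min at RT with compound (up to 57.5 uM final), then substrate plus GAPDH/TPI/NAD/arsenate coupling system with diaphorase/resazurin was added; resorufin fluorescence (525/598 nm) was read after 20 min.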
AmpC inh detg: blocks E. coli AmpC beta-lactamase in detergent assay; AmpC hydrolysis of nitrocefin, absorbance 480 nm, 0.01% Triton; Potency, µM (highest dose often 114 µM), for the others: top-dose activity change, negative = inhibition, hits mostly inhibitors; 370,000 compounds, 0.041% hits;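 also: potency is read from the fitted curve at half-maximal effect; 0% = no-compound wells and -100% = no-enzyme wells; nearly all actives have a fitted effect of over 25% in size; some results filed as inactive show a strong effect at the top dose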
Target sequence (P00811 whole entry, looked up): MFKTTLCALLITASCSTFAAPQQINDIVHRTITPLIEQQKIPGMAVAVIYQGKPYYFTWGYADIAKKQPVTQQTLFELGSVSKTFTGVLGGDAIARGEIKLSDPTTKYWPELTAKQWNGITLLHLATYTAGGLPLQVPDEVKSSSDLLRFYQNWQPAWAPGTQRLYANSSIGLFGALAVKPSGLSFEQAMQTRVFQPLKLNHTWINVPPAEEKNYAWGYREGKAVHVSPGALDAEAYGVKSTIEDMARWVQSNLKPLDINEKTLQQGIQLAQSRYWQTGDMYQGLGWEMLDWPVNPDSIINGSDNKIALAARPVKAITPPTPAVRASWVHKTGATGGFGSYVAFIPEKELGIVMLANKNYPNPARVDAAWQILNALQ
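20 mM phosphate pH 7.0 + 0.01% (detergent screen) or 0.0001% Triton X-100; 5.3 nM AmpC reagent; cpd preinc 15 min RT; nitrocefin (800 uM stock) to start; A480 q20 s × 4 min; Activity was normalised to no-enzyme and no-compound control wells.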
AmpC no deterg: inhibitors of E. coli AmpC beta-lactamase without detergent | AmpC nitrocefin hydrolysis, absorbance 480 nm, 0.0001% Triton | P00811 | Potency, µM (series often up to 57.1 µM), for the others: at the top dose activity change, negative = inhibition, most hits filed as inhibitors | 330,000 compounds, 0.52% hits;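 also: potency is read from the fitted curve at half-maximal effect; plate controls were no compound for no effect and no enzyme for full effect; nearly all actives have a fitted effect of over 20% in size; some results filed as inactive show a strong effect at the top dose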
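AmpC (5.3 nM in the dispensed reagent) in 20 mM phosphate pH 7.0 with 0.01% (detergent screen) or 0.0001% Triton X-100 was preincubated with compounds for 15 min at room temperature. Nitrocefin was then added from an 800 uM solution, and hydrolysis was followed at 480 nm.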
Sm TGR inh: S. mansoni TGR enzyme inhibition; Q962Y6; purified TGR, DTNB reduction, TNB absorbance 405 nm; Potency, µM (top dose mostly 114 µM), inactives show at the highest dose activity change, negative = inhibition, usual class: inhibitors; 360,000 compounds, 3% hits; also: potency is read from the fitted curve at half-maximal effect; nearly all actives have a fitted effect of over 60% in size
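TGR 20 nM + NADPH 100 uM (dispensed conc.), cpd preinc 15 min RT; start with NADPH (500 uM addition) then DTNB (15 mM addition). Kinetic TNB absorbance, 405 nm filter. Four-parameter Hill fit across titration.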
* = called active by the depositor; ? = inconclusive; · = no result given; & = joins results of further samples; ! = not active in a repeat; [ ] = another dose, or the depositor's remark. Unless noted, calls follow the shape of the dose curve; as a rule, active = well fitted curve in the direction sought with a large enough effect; inconclusive = small, poorly fitted or top-dose-only effect, or another doubt; inactive = no such curve, though single readings can be large; an effect the other way counts as inactive or inconclusive. Unless noted, % is scaled to controls: 0 for no effect and ±100 for the full control effect.

Sequence of screens – FBPA Giardia inh	AmpC inh detg	HCV inhibitor	Sm TGR inh	HCMV inh	AmpC no deterg
#1 Cn1c(=O)n(C/C=C/c2ccccc2)c(=O)c2c1nc1n2CCN1c1ccc(F)cc1
    ·	20%	·	-1%	-22	·
#2 COc1ccc(C(=O)Nc2ccccc2C(=O)NC(Cc2ccc(O)cc2)C(=O)NNC(=O)c2ccccc2Cl)cc1 (stereo not drawn)
    -5%	-2%	?	-1%	?	-11%
#3 CCCCC(=O)Nc1ccc(C(=O)NCCCn2ccnc2)cc1
    -3%	-1%	29%	4%	20	-1%
#4 O=C1CC(N(CCc2ccccc2)C(=S)Nc2ccccc2)C(=O)N1c1ccc(F)cc1 (stereo not drawn)
    -9%	2%	6%	4%	19	-44%
#5 CC(C)C(NC(=O)c1ccco1)C(=O)OCC(=O)NCCc1ccccc1 (stereo not drawn)
    ·	-7%	6%	-14%	24	-25%
#6 COc1ccccc1/C=C/C(=O)NCC(=O)N/N=C/c1ccccc1
    0%	-7%	-13%	-2%	2	-18%
#7 O=C(COC(=O)/C=C/c1ccc([N+](=O)[O-])cc1)NCC1CCCO1 (stereo not drawn)
    -1%	-4%	-4%	-6%	51	-3%
#8 Cc1c(CC(=O)NCCCC(=O)O)c(=O)oc2cc3oc4c(c3cc12)CCCC4
    4%	-7%	10%	-12%	-66*	-24%
#9 N#Cc1cc([N+](=O)[O-])ccc1NC(=O)COC(=O)C12CC3CC(CC(C3)C1)C2
    -17%	-4%	·	10%	·	-23%
#10 O=C(CCl)N1CCN(S(=O)(=O)c2ccc3c(c2)OCCCO3)CC1
    ·	-5%	?	16µM*	?	-19%
#11 COc1ccc(OC(=O)c2cnn(-c3ccccc3)c2C)cc1
    -11%	-1%	?	-9%	-25	-10%
#12 O=c1c(-c2ccc(Cl)cc2)[n+]([O-])c2ccccc2n1OCc1nc2ccccc2[nH]1
    -1%	-4%	-5%	-20%	82	-15%
#13 CCOC(=O)C1CCN(C(=O)c2ccccc2NC(C)=O)CC1
    9%	2%	13%	11%	44	-7%
#14 CC(C)CCNC(=O)Cc1c(C(=O)O)[nH]c2ccc(Cl)cc12
    26%	?	14%	-8%	-18	14%
#15 CCC(=O)Nc1cccc(NC(=O)c2cccnc2)c1
    0%	0%	15%	2%	89	-13%
#16 COC(=O)c1ccccc1NC(=O)c1ccc2c(c1)CCN2S(C)(=O)=O
    ·	-6%	·	-8%	-16	·
#17 CCOc1ccc(N(C(=O)CC(C)C)S(=O)(=O)c2ccc3c(c2)oc(=O)n3C)cc1
    ·	-3%	·	5%	2	·
#18 CSc1nc(C)nc2c1c(=O)n(C)c(=O)n2C
    7%	-16%	22%	0%	6	-19%
#19 COc1c(Cl)cc(Cl)cc1CNCCSc1nnnn1C
    ·	3%	·	1%	-35	·
#20 CSc1ccc(C2c3c(oc4cc(C)cc(C)c4c3=O)C(=O)N2Cc2ccco2)cc1 (stereo not drawn)
    ·	17%	·	-1%	-4	·
#21 COc1cc(C(=O)NCc2nnc(SCC(=O)Nc3ccc4c(c3)OCO4)o2)cc(OC)c1OC
    4%	2%	-4%	-2%	36	-7%
#22 COc1ccc(CN2CCCN(CC(=O)Nc3ccc4c(c3)OCCO4)S2(=O)=O)cc1
    ·	8%	·	2%	3	·
#23 Cc1cccc(N/N=C/c2ccc(O)c(O)c2O)c1
    14µM*	-6%	14%	7.1µM*	?	?
#24 O=C(Nc1ccc(F)cc1)c1ccc(S(=O)(=O)N2CCOCC2)o1
    1%	-4%	-12%	-1%	-1	-15%
#25 O=C(O)CCCC(=O)Nc1ccc(N=Nc2ccccc2)cc1
    13%	-9%	3%	-4%	23	-12%
#26 CCN1CCN(Cc2c(O)ccc3c2O/C(=C\c2ccc(C)cc2)C3=O)CC1
    -2%	-1%	-3%	?	-33	45%
#27 CSc1nc(-c2ccc(Cl)cc2Cl)[nH]c(=O)c1C#N
    13%	-7%	18%	6%	?	-24%
#28 O=C(CC1C(=O)NCCN1CC1CCCCC1)NCc1ccc(F)cc1 (stereo not drawn)
    -6%	1%	1%	-26%	?	46%
#29 O=C(Nc1cccc(Cl)c1)C1CCN(C(=O)c2cccs2)CC1
    -2%	-13%	-8%	-14%	0	-18%
#30 Nc1nnc(CCOc2ccc(Cl)cc2)s1
    1%	-9%	6%	3%	9	-10%
#31 O=C(Cc1ccccc1Cl)Nc1ccc(S(=O)(=O)Nc2nccs2)cc1
    -1%	6%	9%	-2%	16	-40%
#32 Cc1ccnc(NC(=O)C2CCC(CNc3c(N4CCCC4)c(=O)c3=O)CC2)c1 (stereo not drawn)
    2%	?	15%	-1%	-75*	2.2µM*
#33 Cc1ccc(C)c(NS(=O)(=O)c2cc3c(cc2C)n(C)c(=O)c(=O)n3C)c1
    ·	8%	·	6%	-6	·
#34 CCn1c(C(C)NC(C)=O)nc2ccccc21 (stereo not drawn)
    -1%	?	17%	-14%	43	-4%
#35 Brc1cccc(-c2cnco2)c1
    2%	-2%	16%	1%	?	-2%
#36 COc1ccccc1CNC(=O)C1CCN(S(=O)(=O)c2cccc3cccnc23)CC1
    7%	-3%	-7%	7%	-71*	4%
#37 COc1ccc(C2C(=O)N(C3CCC(C)CC3)CC(=O)N2CCc2ccccc2)cc1OC (stereo not drawn)
    ·	-2%	·	6%	?	·
#38 O=C(O)CN=C(NS(=O)(=O)c1ccccc1)c1ccccc1
    8%	?	-1%	2%	-7	-5%
#39 O=C(COc1coc(CN2CCc3ccccc3C2)cc1=O)N1CCOCC1
    ·	0%	17%	-2%	-17	-9%
#40 Cc1ccccc1NC(=O)CS(=O)(=O)c1cccc2nsnc12
    ·	1%	·	-12%	-4	·
#41 COc1cccc(OCc2nc3ccccc3n2Cc2ccccc2C)c1
    ·	-4%	·	-1%	-18	·
#42 COc1ccc(CCCc2nnc(SCc3nc4ccccc4c(=O)[nH]3)n2C)cc1
    1%	7%	9%	48%[activator]	1	-4%
#43 S=C(Nc1ccccc1)N1CCc2ccccc21
    -8%	?	7%	-2%	22	-30%
#44 Cc1ccc(OCCNC(=O)c2cncc(Br)c2)cc1C
    2%	-7%	-20%	0%	-107*	-2%
#45 COC(=O)C1Cc2c([nH]c3ccccc23)C(C(C)C)N1 (stereo not drawn)
    -13%	2%	?	?	·	-5%
#46 CCOc1ccc(-c2nc(CN3CCCCC3CCn3cccn3)c(C)o2)cc1 (stereo not drawn)
    4%	1%	-21%	83%[activator]	-20	66%[activator]
#47 Cc1ccccc1N1CCN(C(=O)c2cc(C3CC3)nn2-c2ccccc2)CC1
    ·	-19%	?	-19%	0	6%
#48 CCc1cccc(NC(=O)CN(C)S(=O)(=O)c2cccc3cccnc23)c1
    3%	2%&1%	?	-2%&11%	0&-40	-14%
#49 O=C(NCC1CCCO1)c1ccc[nH]1 (stereo not drawn)
    15%	-12%	-11%	17%	10	-12%
#50 COc1ccc(-c2nc(C)c(C(C)=O)n2O)cc1OC
    -13%	-11%	22%	-6%	-28	-15%

The list continues:
Sequence of screens – FBPA Giardia inh	AmpC inh detg	HCV inhibitor	Sm TGR inh	HCMV inh	AmpC no deterg
#51 COc1ccc(C(=O)Nc2cccc(NC(=O)c3cccs3)c2)cc1OC
    14%	?	?	14%	27	-35%
#52 O=C(CCCl)Nc1nc2c(s1)CCc1ccccc1-2
    -8%	-3%	-29%	-32%	-15	-23%
#53 CCC(NC(=O)COc1cc2c(c3oc(=O)c(C)c(C)c13)CCC(C)(C)O2)C(=O)O (stereo not drawn)
    -9%	-1%	2%	5%	-35	-13%
#54 COc1cc(/C=C2/C(=N)N3N=C(C(C)C)SC3=NC2=O)ccc1OS(=O)(=O)c1ccccc1
    -12%	-12%	8%	-18%	19	-42%
#55 O=C(NC1CCCC1)c1cnn2c(C(F)(F)F)cc(-c3ccc4c(c3)OCO4)nc12
    1%	?	?	1%	·	-14%
#56 CCOCc1nnc(NC(=O)c2cccs2)s1
    -1%	-11%	14%	4%	45	-10%
#57 O=C(N/N=C/c1ccc2nccnc2c1)c1ccncc1
    12%	7%	5%	31%	2	-10%
#58 COc1cc(NC(=O)c2ccc(-c3nc(CSc4ccccc4)c(C)o3)cc2)cc(OC)c1
    ·	-2%	·	-8%	?	·
#59 Cc1ccc(OCCC(=O)OCC(=O)Nc2ccc3c(c2)OCCO3)cc1
    ·	-14%	6%	9%	-14	-7%
#60 Cc1cccc(NC(=O)CSc2cn(CC(=O)N3CCC(C)CC3)c3ccccc23)c1C
    ·	3%	·	6%	49	·
#61 O=C(N=Nc1c(O)[nH]c2ccc(Br)cc12)c1cc(-c2cccs2)nc2ccccc12
    2%	-1%	?	·	-61*	-24%
#62 Cc1cc(Cl)c(S(=O)(=O)Nc2ccc3c(c2)OCO3)cc1OCC(=O)NC1CCCCC1
    -2%	-1%	11%	-16%	3	-27%
#63 CSc1nc(N)c(C(=O)NC2CCCCC2)s1
    1%	-1%	?	-1%	-16	-20%
#64 Cc1ccc(-c2nc(CS(=O)CC(=O)N3CCN(c4ccc(F)cc4)CC3)c(C)o2)cc1 (stereo not drawn)
    ·	3%&-4%	?	-32%&-34%	-63*!	186%[activator]
#65 COc1ccc(OC)c(CCNC(=O)CN2C(=O)COc3ccc(S(=O)(=O)N4CCCCCC4)cc32)c1
    ·	15%	·	11%	-23	·
#66 CC(C)c1ccc(NC2=NCC(=O)N2Cc2cccs2)cc1
    -15%	-6%	?	·	-60*	1%
#67 CCc1nnc(N/N=C/c2ccccc2F)n1N
    20µM*	?	-2%	1%	-80*	-12%
#68 Clc1cccc(Oc2cnc3ccccc3n2)c1
    6%	-1%	-2%	5%	20	-13%
#69 O=C(NCC(c1ccco1)N1CCOCC1)c1ccccc1 (stereo not drawn)
    ·	0%	-3%	-9%	-19	-11%
#70 CCOC(=O)C1=CN(Cc2ccco2)S(=O)(=O)N(C)C1c1ccc(C(F)(F)F)cc1 (stereo not drawn)
    ·	·	?	·	-24	-8%
#71 CCC(=O)c1ccc(OCC(=O)N(CC)CC2COc3ccccc3O2)cc1 (stereo not drawn)
    ·	-11%	-3%	3%	15	35%
#72 Cn1c(=O)cc(SCC(=O)Nc2cccnc2)c2ccccc21
    -7%	-6%	-13%	14%	93	-13%
#73 O=C(CCN1C(=O)C2C3CCC(C3)C2C1=O)Nc1ccc(F)cc1 (stereo not drawn)
    9%	-10%	-6%	-1%	18	-7%
#74 C#CC[N+](CC)(CC)CC#Cc1cccc(Cl)c1
    -1%	-15%	-20%	-6%	-12	-5%
#75 CCN(CC)CCCNc1nc(N)c([N+](=O)[O-])c(NCCO)n1
    2%	0%	-1%	14%	-10	2%

Complete entries, quoted from the list. Screens in order: FBPA Giardia inh | AmpC inh detg | HCV inhibitor | Sm TGR inh | HCMV inh | AmpC no deterg
Cn1c(=O)cc(SCC(=O)Nc2cccnc2)c2ccccc21 across the screens: -7% | -6% | -13% | 14% | 93 | -13%
CCC(=O)c1ccc(OCC(=O)N(CC)CC2COc3ccccc3O2)cc1 (stereo not drawn) across the screens: · | -11% | -3% | 3% | 15 | 35%
C#CC[N+](CC)(CC)CC#Cc1cccc(Cl)c1 across the screens: -1% | -15% | -20% | -6% | -12 | -5%
CCN(CC)CCCNc1nc(N)c([N+](=O)[O-])c(NCCO)n1 across the screens: 2% | 0% | -1% | 14% | -10 | 2%

Assay outcomes as filed in PubChem BioAssay.
